Source: PubChem
NPSR antagonist – qHTS Assay for Antagonists of the Neuropeptide S Receptor: cAMP Signal Transduction. actives 1% (n = 220,000). Potency, µM (highest dose often 38.3 µM), for inactives: at the highest dose activity change, negative = inhibition, actives largely listed as inhibitors. Q6W5P4. CHO-NPSR cells, cAMP TR-FRET, antagonist mode; further: potency means the concentration at half of the fitted maximal effect; on the % scale 0 is the no-effect control and ±100 the full control effect; nearly all actives have a fitted effect of over 50% in size; many of its hits are not listed in these tables
Target sequence (Q6W5P4 whole entry, looked up): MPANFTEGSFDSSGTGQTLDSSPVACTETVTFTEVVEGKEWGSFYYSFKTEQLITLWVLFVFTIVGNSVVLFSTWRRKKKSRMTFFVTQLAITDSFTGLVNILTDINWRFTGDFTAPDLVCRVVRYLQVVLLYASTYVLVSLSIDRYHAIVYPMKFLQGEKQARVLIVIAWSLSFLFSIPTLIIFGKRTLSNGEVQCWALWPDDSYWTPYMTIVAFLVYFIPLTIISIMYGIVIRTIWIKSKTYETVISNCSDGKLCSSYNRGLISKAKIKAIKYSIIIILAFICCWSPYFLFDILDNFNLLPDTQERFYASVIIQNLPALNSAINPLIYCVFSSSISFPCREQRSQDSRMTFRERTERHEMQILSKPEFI
HTT aggregate – qHTS Multiplex Assay to Identify Dual Action Probes in a Cell Model of Huntington: Aggregate Formation (GFP); PC12 HttQ103-GFP aggregates, Acumen cytometry, 40 h; Potency, µM (doses to about 46.1 µM), inactives show at the highest dose activity change, negative = inhibition, usual class: inhibitors; actives 1.1% (n = 220,000); AID 1688, 2009; further: potency means the concentration at half of the fitted maximal effect; on the % scale 0 is the no-effect control and ±100 the full control effect; nearly all actives have a fitted effect of over 60% in size
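Read-out: GFP aggregate count by laser scanning cytometer (488 nm excitation, 500-530 nm emission, 1–25 µm objects >6 SD above background). Cells: PC12, inducible HTTex1-Q103-GFP, 100 nM tebufenozide; compounds titrated.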
Luc counter – Counterscreen for Luciferase (Kinase-Glo TM) Inhibition; Luciferin 4-monooxygenase (Photuris pensylvanica), Q27757; Kinase-Glo luciferase, ATP luminescence, 8 min; Potency, µM (highest dose often 38.3 µM), inactives show top-dose activity change, negative = inhibition, actives largely listed as inhibitors; actives 0.28% (n = 200,000); further: potency means the concentration at half of the fitted maximal effect; on the % scale 0 is the no-effect control and ±100 the full control effect; nearly all actives have a fitted effect of over 60% in size
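Substrate mix (final 50 mM imidazole pH 7.2, 50 mM KCl, 7 mM MgCl2, 10 uM ATP, 0.01% Tween 20, 0.05% BSA) plus pin-tool compound, then Kinase-Glo detection mix; 8 min ambient, luminescence read.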
IMPase Li inh – qHTS Assay for Identifying the Cell-Membrane Permeable IMPase Inhibitors: Potentiation with Lithium. CHO-M1 cells, IP1 TR-FRET (IP-One), carbachol + lithium. actives 0.35% (n = 210,000). Potency, µM (series often up to 59.4 µM), for the others: top-dose activity, negative = IMPase inhibition, most hits filed as inhibitors;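 further: IP1 builds up when IMPase is blocked and the TR-FRET signal falls; potency means the concentration at half of the fitted maximal effect; plate controls were basal vehicle for no effect and high inhibitor control for full effect; nearly all actives have a fitted effect of over 50% in size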
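Lithium-sensitised IP1 accumulation assay; M1-expressing CHO cells treated 30 min at 37C with compound. Competitive antibody detection by time-resolved FRET followed a 10 min room-temperature lysis step.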
CBFb-RUNX1 inh – qHTS Assay for Compounds Blocking the Interaction Between CBF-beta and RUNX1 for the Treatment of Acute Myeloid Leukemia | AlphaScreen CBFb-His/RUNX1-biotin binding, biochemical | 230,000 tested, under 10 active | Potency, µM (top dose mostly 59.8 µM), inactives show top-dose activity, negative = inhibition, most hits filed as inhibitors | Runt-related transcription factor 1 (Homo sapiens) + Core-binding factor subunit beta …; further: % of control where 0% means no effect
Target sequence (Q01196 whole entry, looked up): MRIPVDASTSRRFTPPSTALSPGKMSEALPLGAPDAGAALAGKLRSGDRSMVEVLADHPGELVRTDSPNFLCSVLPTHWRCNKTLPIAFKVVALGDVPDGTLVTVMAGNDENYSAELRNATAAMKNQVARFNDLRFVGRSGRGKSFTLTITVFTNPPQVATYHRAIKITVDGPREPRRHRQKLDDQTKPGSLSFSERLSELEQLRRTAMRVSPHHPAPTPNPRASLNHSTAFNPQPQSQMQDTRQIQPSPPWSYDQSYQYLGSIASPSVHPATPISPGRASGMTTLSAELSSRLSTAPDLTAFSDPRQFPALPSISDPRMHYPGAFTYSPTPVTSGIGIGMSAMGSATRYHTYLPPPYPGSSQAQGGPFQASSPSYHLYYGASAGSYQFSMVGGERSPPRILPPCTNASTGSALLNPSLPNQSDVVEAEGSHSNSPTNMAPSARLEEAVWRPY
Target sequence (Q13951 whole entry, looked up): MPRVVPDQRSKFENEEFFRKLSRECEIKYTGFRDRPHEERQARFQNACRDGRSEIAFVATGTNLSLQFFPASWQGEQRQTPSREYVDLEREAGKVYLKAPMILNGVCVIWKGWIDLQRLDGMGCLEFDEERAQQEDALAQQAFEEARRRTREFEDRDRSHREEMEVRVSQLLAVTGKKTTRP
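CBF-beta (His) and RUNX1 (biotin), 30 nM each; 20 min preassociation; + compound, 15 min; + beads 50 ng each (Ni, streptavidin), 90 min; RT; AlphaScreen read.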
Epigenetic derep – Quantitative High-Throughput Screen for Regulators of Epigenetic Control; actives 0.2% (n = 280,000); AID 1865, 2009; Potency, µM (top dose mostly 53.9 µM), inactives show at the highest dose GFP activation, most hits filed as activators; murine LDR cells, GFP reporter derepression, 30 h; further: potency means the concentration at half of the fitted maximal effect; % of control where 0% means no effect; nearly all actives have a fitted effect of over 60% in size
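Murine LDR cells carrying a silenced, genomically integrated CMV-driven GFP reporter were exposed to compound for 30 hours at 37 C. After PBS washes, GFP-positive cells (20–120 um objects) were counted by laser-scanning microplate cytometry.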
L3MBTL1 block – qHTS Assay for the Inhibitors of L3MBTL1; Lethal(3)malignant brain tumor-like protein 1 (Homo sapiens), Q9Y468; AlphaScreen L3MBTL1–H3K9me1 peptide binding; Potency, µM (doses to about 57.1 µM), for the others: at the highest dose activity, negative = inhibition, most hits filed as inhibitors; actives 0.66% (n = 230,000); further: potency means the concentration at half of the fitted maximal effect; on the % scale 0 is the no-effect control and ±100 the full control effect; nearly all actives have a fitted effect of over 60% in size
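First, the protein-peptide complex forms for 30 min at room temperature (L3MBTL1 50 nM, biotinylated H3K9me1 peptide 75 nM). Next, compounds are pin-transferred and incubated 30 min. Finally, AlphaScreen beads are added and read after 30 min.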
* = called active by the depositor; ? = inconclusive; nt = not tested or not shown; & = joins results of further samples; [ ] = dose if it differs, or a comment. The call rests on the fitted dose curve; in most records, active means well fitted curve in the direction sought with a large enough effect; inconclusive means small, poorly fitted or top-dose-only effect, or another doubt; inactive means no such curve, though single readings can be large; an effect the other way counts as inactive or inconclusive. Some of the compounds tested, so the mix of outcomes need not match the whole.

Values run as follows: Epigenetic derep	CBFb-RUNX1 inh	NPSR antagonist	Luc counter	L3MBTL1 block	IMPase Li inh	HTT aggregate
1. COc1ccc(CC(=O)Nc2cccc(SC)c2)cc1OC
 : 2.8%	2%	16%	5%	nt	-2%	-20%
2. COc1ccc(C(C#N)N2CCCCC2)cc1OC (configuration not stated)
 : -3.2%	2%	-19%[46.1 µM]	2%	5%	-13%[38.3 µM]	8%
3. Cc1ccc(NCc2nnc(SCC(=O)OC3CCCCC3)o2)c(C)c1
 : 0.0%	3%	-24%[46.1 µM]	6%	-9%	11%[38.3 µM]	4%
4. Cc1cc(OC2CCCCC2)nc(NCc2ccccc2)n1
 : -6.1%	6%	-35%	nt	nt	nt	-26%[9.22 µM]
5. O=C(COC(=O)c1ccc(-c2nnc(-c3ccccc3)o2)cc1)c1ccccc1
 : -1.0%	4%	-14%	2%	4%	-3%	-7%
6. CCCCc1nc2sc3c(=O)n(N)cnc3c2c2c1CCC2
 : -1.1%	-4%	-3%	1%	7%	-1%	-4%
7. NS(=O)(=O)c1ccc(NC(=O)CSC2=NC(=O)C(c3ccccc3)C(=O)N2)cc1 (configuration not stated)
 : -4.2%	4%	-3%[46.1 µM]	nt	4%	nt	-10%
8. O=C(C1CCCCC1)N1CCN(c2ccccc2F)CC1
 : 0.0%	5%	-16%[46.1 µM]	1%	nt	20%[38.3 µM]	0%
9. C=C1C(=O)O[C@H]2C1CC[C@@](C)(O)C13C=CC(C)(C21)C1(C3)C(=O)O[C@@H]2C3C(C)=CCC3[C@](C)(O)C[C@H](OC(C)=O)C21 (some centres not stated)
 : 2.0%	11%	8%	-1%	-3%	1%	?
10. CC(C)Nc1ccc(C(CC(N)=O)NC(=O)c2ccc(Br)cc2)cc1[N+](=O)[O-] (configuration not stated)
 : -1.6%	2%	-33%	nt	nt	nt	27%[9.22 µM]
11. O=C(O)C1CCCCC1C(=O)N1CC=C(c2ccccc2)CC1 (configuration not stated)
 : 0.0%	-6%	13%[46.1 µM]	0%	0%	2%	-7%
12. Cc1ccc2[nH]c(=O)c(CN(Cc3ccco3)C(=O)CN3CCCC(C)C3)cc2c1 (configuration not stated)
 : -2.0%	4%	-17%	2%	-8%	12%	5%[9.22 µM]
13. COc1cc(CCC(=O)OCC(=O)Nc2ncc(Cl)cc2Cl)cc(OC)c1OC
 : 1.8%	-8%	-14%[46.1 µM]	-2%	-3%	8%[38.3 µM]	2%
14. O=C(O)CNC(=S)N(Cc1ccccc1Cl)C1CCCCC1
 : 4.4%	-3%	-7%	0%	nt	-4%	2%
15. Cc1ccc(Nc2nc(C)cs2)cc1
 : -4.0%	-3%	-41%	-19%	-6%	-5%	2%[9.22 µM]
16. Cc1cccc(-c2n[nH]c(=S)n2/N=C/c2ccco2)c1
 : 1.1%	-16%	28%	nt	-4%	nt	-4%[9.22 µM]
17. CC(=O)c1cccc(NC(=O)Nc2c(C)nn(C)c2C)c1
 : -0.9%	8%	-2%[46.1 µM]	0%	-4%[11.4 µM]	0%[38.3 µM]	-1%
18. CC(=O)N1CCN(c2ccc(S(=O)(=O)NCCN(C(C)C)C(C)C)cc2[N+](=O)[O-])CC1
 : -1.3%	-11%	9%	-2%	9%	8%	16%
19. Cc1c(CCOC(=O)c2cc([N+](=O)[O-])cc([N+](=O)[O-])c2)sc[n+]1CCCCS(=O)(=O)[O-]
 : 1.1%	2%	9%	-2%	nt	-5%	15%
20. Cc1noc(C)c1-c1nc(CSc2ccccc2)no1
 : 1.1%	16%	-6%	nt	37%[activator]	nt	-3%[9.22 µM]

3 records picked at random from those above:
Values run as follows: Epigenetic derep	CBFb-RUNX1 inh	NPSR antagonist	Luc counter	L3MBTL1 block	IMPase Li inh	HTT aggregate
14. O=C(O)CNC(=S)N(Cc1ccccc1Cl)C1CCCCC1
 : 4.4%	-3%	-7%	0%	nt	-4%	2%
3. Cc1ccc(NCc2nnc(SCC(=O)OC3CCCCC3)o2)c(C)c1
 : 0.0%	3%	-24%[46.1 µM]	6%	-9%	11%[38.3 µM]	4%
11. O=C(O)C1CCCCC1C(=O)N1CC=C(c2ccccc2)CC1 (configuration not stated)
 : 0.0%	-6%	13%[46.1 µM]	0%	0%	2%	-7%

The list goes on.
Values run as follows: Epigenetic derep	CBFb-RUNX1 inh	NPSR antagonist	Luc counter	L3MBTL1 block	IMPase Li inh	HTT aggregate
21. COc1ccc(CCNC(=O)CN2CCN(S(=O)(=O)c3ccc(Cl)cc3)CC2)cc1OC
 : 0.1%	-2%	-9%[46.1 µM]	2%	nt	18%[38.3 µM]	8%
22. CN(C)C=NCCn1c(N2CCOCC2)nc2c1c(=O)n(C)c(=O)n2C
 : -3.2%	0%	-1%[46.1 µM]	0%	16%	11%[38.3 µM]	-2%
23. O=C(O)CCC(=O)Nc1ccc(N2CCCCCC2)cc1
 : -2.1%	-1%	-29%[46.1 µM]	2%	-7%[11.4 µM]	71%[activator][38.3 µM]	-23%
24. COc1ccc(S(=O)(=O)NC(C)C)cc1C(=O)N1CCOCC1
 : 1.4%	-1%	13%	1%	nt	0%	15%
25. CCCn1c(=O)c2ccccc2n2c(SCC(=O)Nc3cc(C)on3)nnc12
 : 2.0%	8%	-9%[46.1 µM]	22%	nt	28%[38.3 µM]	-6%
26. COC(=O)/C(=N\Nc1ccc(Cl)cc1)Sc1nnc(-c2ccc(OC)cc2)n1C
 : -3.2%	13%	18%	2%	4%	0%	-6%
27. O=c1ccc(=O)n(-c2ccccc2)[nH]1
 : 0.9%	3%	10%	nt	9%	nt	-9%[9.22 µM]
28. O=C(O)c1cccc(N/N=C/c2sc(N3CCOCC3)nc2-c2ccccc2)c1
 : 2.8%	6%	-24%	-11%	-20%	-2%	2%
29. CCOCCN(C(=O)COC)c1cccc(OC)c1
 : -1.2%	5%	-2%[7.67 µM]	0%	-5%	-11%[38.3 µM]	1%
30. COC(=O)c1sccc1NC(=O)CC1C(=O)NCCN1C(=O)Nc1cc(Cl)ccc1OC (configuration not stated)
 : -1.1%	4%	-19%	nt	-11%	nt	33%[9.22 µM]
31. CC(=O)NC(C)C(=O)OCC(=O)c1ccc(Cl)s1 (configuration not stated)
 : -5.7%	2%	6%[46.1 µM]	-1%	3%	-27%[38.3 µM]	-6%
32. CC(C)c1ccc(S(=O)(=O)N2CCN(CCC(=O)Nc3ccc(N(C)C)cc3)CC2)cc1
 : 0.9%	?	-18%[46.1 µM]	1%	-7%[11.4 µM]	23%[38.3 µM]	-8%
33. O=C(NC1CCCc2ccccc21)c1cccc(Br)c1 (configuration not stated)
 : -3.0%	6%	-21%	-1%	5%	6%	-7%
34. CC1CCCC(NC(=O)COC(=O)/C=C/c2ccc3c(c2)OCO3)C1C (configuration not stated)
 : 0.0%	9%	14%	0%	15%	6%	1%
35. O=C(CC(C(=O)N1CCc2ccccc21)n1ccnc1)NCC1CCCO1 (configuration not stated)
 : -0.4%	-1%	0%[46.1 µM]	1%	6%	-6%[38.3 µM]	1%
36. CCCC(=O)c1c[nH]c(C(=O)NCc2ccco2)c1
 : -2.5%	-1%	-10%[46.1 µM]	4%	-6%	1%[38.3 µM]	-15%
37. COc1cccc(Cn2c(=O)ccc3ccccc32)c1
 : -1.3%	7%	-44%	1%	nt	-3%	-18%
38. CC(C)(C)C(=O)Nc1cccc(-c2nc3ccccc3c(=O)o2)c1
 : -0.2%	1%	-6%[46.1 µM]	-1%	8%	-13%[38.3 µM]	6%
39. COc1ccc(C(C)=O)cc1COc1ccc([N+](=O)[O-])c(C)c1
 : 6.9%	2%	-42%	1%	?	21%	-12%
40. O=c1[nH]c(SCc2ccc(F)cc2)nc2c1cnn2-c1ccc(F)cc1
 : 0.0%	-7%	-2%	-1%	-5%	3%	4%
41. Cc1[nH]n(-c2ccc([N+](=O)[O-])cc2)c(=O)c1C=NCC1CCCO1 (configuration not stated)
 : -2.0%	1%	8%	0%	0%	2%	15%
42. O=C(CN1CCN(S(=O)(=O)c2ccc(Br)cc2)CC1)Nc1ccc2c(c1)OCCO2
 : -1.1%	-4%	-21%[46.1 µM]	2%	-7%	21%[38.3 µM]	16%
43. Cc1cccc(NC(=O)NNC(=O)COc2ccc(Cl)cc2)c1
 : 4.7%	3%	15%	1%	-2%	-4%	12%
44. Cc1c(Cl)cccc1Nc1ccccc1C(=O)O
 : 1.9%	11%	-46%	1%	12%	1%&9%&-2%	4%&2%
45. COc1cc(NC(=O)CCCc2c[nH]c3ccccc23)cc(OC)c1
 : 0.0%	1%	-24%	1%	-7%	3%	17%
46. CCCCc1nc(NCc2ccccc2)c(C#N)c2c1COC(C)(C)C2
 : 0.1%	2%	-4%[46.1 µM]	-2%	nt	-7%[38.3 µM]	25%
47. CC1=CCC2C(=O)N(c3ccc(N4CCOCC4)cc3)C(=O)C2C1 (configuration not stated)
 : 0.1%	11%	12%	nt	nt	nt	-4%[9.22 µM]
48. c1ccc(-c2cc3c(-n4cccc4)ncnc3o2)cc1
 : -1.1%	-4%	-16%[46.1 µM]	0%	-2%	10%[38.3 µM]	-14%
49. O=C1[C@@H]2[C@@H]3C[C@@H]([C@H]4ON=C(c5ccc(Cl)cc5)[C@@H]34)[C@@H]2C(=O)N1C1CCCCC1
 : 1.0%	11%	-11%[46.1 µM]	1%	-2%	17%	-32%
50. COc1ccc(C(=O)CNc2ccccc2C#N)cc1
 : 3.4%	5%	-10%	0%	-10%	1%	22%
51. CCn1c(SCC(=O)Nc2ccc(C(C)=O)cc2)nc2nc3c(cc2c1=O)CCCC3
 : 0.0%	-4%	-4%[46.1 µM]	-2%	-4%	14%[38.3 µM]	13%
52. Cc1cc(C)n2nc(CCCCc3nc4nc(C)cc(C)n4n3)nc2n1
 : 1.6%	1%	-13%	3%	17%	2%	?
53. N#Cc1cc(-c2ccccc2)nc(Oc2ccccc2)n1
 : 1.0%	-7%	-7%	3%	23%	7%	-7%
54. CSCCC(N)C(=O)NC(CC(C)C)C(=O)NC(Cc1ccccc1)C(=O)O (configuration not stated)
 : -0.8%	nt	nt	1%	nt	-2%	nt
55. Cc1c(Br)c([N+](=O)[O-])nn1CC(=O)Nc1sc2c(c1C(=O)OC(C)C)CCCC2
 : 0.0%	1%	-3%[46.1 µM]	-8%	5%	1%[38.3 µM]	-5%
56. CC(C)c1ccc2nc3sc(C(=O)N4CCc5ccccc5C4)c(N)c3cc2c1
 : ?	25%	-25%[46.1 µM]	-2%	10%	2%[38.3 µM]	-4%
